Dicer inh – human Dicer pre-microRNA cleavage inhibition; cat-ELCCA pre-miR-21 Dicer processing, chemiluminescence; hits give high values; z-score at 25 µM; 47,000 tested, 6% active; Q9UPY3; AID 1347074; in the data active = z-score above about 3, passing the limit was not always enough;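 note: plate controls were vehicle for no effect and no enzyme for full effect; higher signal means more uncleaved substrate so more Dicer inhibition; strong numbers were not always called active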
Target sequence (Q9UPY3 whole entry, looked up): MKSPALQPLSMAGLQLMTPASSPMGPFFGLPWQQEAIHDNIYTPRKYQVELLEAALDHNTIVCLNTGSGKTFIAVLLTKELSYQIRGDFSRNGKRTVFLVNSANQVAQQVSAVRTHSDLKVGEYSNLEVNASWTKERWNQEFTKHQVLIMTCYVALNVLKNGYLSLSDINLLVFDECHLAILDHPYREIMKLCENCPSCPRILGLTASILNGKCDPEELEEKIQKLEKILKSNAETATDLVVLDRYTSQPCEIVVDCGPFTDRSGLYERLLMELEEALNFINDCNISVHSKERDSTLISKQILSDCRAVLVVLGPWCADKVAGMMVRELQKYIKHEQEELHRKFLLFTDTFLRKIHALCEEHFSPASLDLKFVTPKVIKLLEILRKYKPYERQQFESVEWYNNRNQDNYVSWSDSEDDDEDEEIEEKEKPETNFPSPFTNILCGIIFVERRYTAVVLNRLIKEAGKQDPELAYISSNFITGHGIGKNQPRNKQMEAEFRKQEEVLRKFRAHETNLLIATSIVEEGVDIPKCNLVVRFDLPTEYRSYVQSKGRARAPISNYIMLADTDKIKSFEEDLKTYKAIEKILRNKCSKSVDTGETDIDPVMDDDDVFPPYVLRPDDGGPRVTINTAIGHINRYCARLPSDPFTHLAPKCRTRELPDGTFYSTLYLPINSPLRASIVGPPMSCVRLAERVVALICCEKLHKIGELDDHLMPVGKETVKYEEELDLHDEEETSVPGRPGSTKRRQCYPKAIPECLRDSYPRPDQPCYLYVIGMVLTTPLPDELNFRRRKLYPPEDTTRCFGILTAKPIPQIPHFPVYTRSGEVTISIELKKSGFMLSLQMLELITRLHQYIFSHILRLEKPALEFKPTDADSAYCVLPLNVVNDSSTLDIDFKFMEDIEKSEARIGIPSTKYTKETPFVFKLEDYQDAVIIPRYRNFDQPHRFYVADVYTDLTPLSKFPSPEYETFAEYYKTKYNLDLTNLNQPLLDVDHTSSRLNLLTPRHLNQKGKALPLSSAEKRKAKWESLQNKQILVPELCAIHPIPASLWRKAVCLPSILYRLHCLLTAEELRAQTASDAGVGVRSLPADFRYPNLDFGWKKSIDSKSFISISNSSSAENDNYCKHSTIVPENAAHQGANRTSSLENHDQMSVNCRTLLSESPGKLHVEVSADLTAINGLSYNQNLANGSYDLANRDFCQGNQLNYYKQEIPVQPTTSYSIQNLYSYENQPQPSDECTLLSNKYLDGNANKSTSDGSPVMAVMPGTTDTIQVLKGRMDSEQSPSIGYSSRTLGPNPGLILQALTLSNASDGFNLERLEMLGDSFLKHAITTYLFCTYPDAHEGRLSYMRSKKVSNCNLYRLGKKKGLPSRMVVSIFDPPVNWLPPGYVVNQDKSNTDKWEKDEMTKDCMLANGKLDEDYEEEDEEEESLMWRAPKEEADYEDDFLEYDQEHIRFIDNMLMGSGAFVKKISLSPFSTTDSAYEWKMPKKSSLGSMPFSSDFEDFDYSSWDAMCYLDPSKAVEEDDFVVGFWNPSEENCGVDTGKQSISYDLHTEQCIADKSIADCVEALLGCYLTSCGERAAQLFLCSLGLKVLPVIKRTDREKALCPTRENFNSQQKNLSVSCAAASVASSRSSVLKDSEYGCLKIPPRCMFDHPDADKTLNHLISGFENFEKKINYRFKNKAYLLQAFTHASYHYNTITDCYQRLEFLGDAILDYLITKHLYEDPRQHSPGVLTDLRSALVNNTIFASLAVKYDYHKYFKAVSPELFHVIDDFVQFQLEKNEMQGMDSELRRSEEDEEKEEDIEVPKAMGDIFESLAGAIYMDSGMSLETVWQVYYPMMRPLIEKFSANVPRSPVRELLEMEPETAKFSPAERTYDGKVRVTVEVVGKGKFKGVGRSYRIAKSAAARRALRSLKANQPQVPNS
Numbers without * were called inactive; & = joins results of further samples.

SMILES | Dicer inh
Cc1cc(C)c2c(n1)sc1c(=O)n(Cc3ccc([N+](=O)[O-])cc3)cnc12 | -0.27
CC(C(=O)N1CCCCC1)N1c2cccc3cccc(c23)S1(=O)=O (stereo not drawn) | -0.25
CCOC(=O)c1c(C)c(C#N)c(N)n1-c1ccc(C)cc1 | -0.44
Cc1ccc2oc3c(c(=O)c2c1)C(c1cccc(O)c1)N(Cc1ccc(F)cc1)C3=O (stereo not drawn) | 0.18
O=C(NNC(=O)c1cccc2ccccc12)c1ccc2nccnc2c1 | -0.75
CCOC(=O)C1=NN(c2ccc(C)cc2)C2(C)c3cc(OC)c(OC)cc3CCN12 (stereo not drawn) | -1.5
Cc1nc2sc3c(N4CCC(C)CC4)ncnc3c2c2c1COC(C)(C)C2 | 1.4
COCCNC(=O)CN1C(=O)c2cccc3cccc1c23 | 0.93
COc1ccccc1N1CCN(S(=O)(=O)c2ccc(-c3ccno3)s2)CC1 | 2.2
O=C(O)CCn1c(=O)oc2ccccc21 | 0.24
O=C(c1ccccc1)c1sc(Nc2ccc(F)cc2)nc1-c1ccccc1 | -1.5
Cc1c(S(=O)(=O)NCc2ccc(S(N)(=O)=O)cc2)sc2ccc(Cl)cc12 | -7.7
COc1cc(C(=O)O)ccc1NC(=O)c1nccnc1C(=O)O | -1.2
Cc1ccc2nc3c(cc2c1)c(=O)n(C)c1c3c(=O)n(-c2ccccc2)c(=O)n1-c1ccccc1 | -1.4
COC(=O)/C(C#N)=C/c1ccc(Cl)cc1 | -0.7
CC(=O)c1ccccc1C(=O)c1ccc(C(F)(F)F)cc1 | -0.35
C=CCNC(=O)O/N=C/c1csc([N+](=O)[O-])c1 | 0.07
O=C(O)c1cc(S(=O)(=O)NCCN2CCNC2=O)ccc1O | 1.5
O=C(NCc1c(Cl)cccc1Oc1ccccc1)Nc1ccc(OCc2ccccc2)cc1 | -2.1
O=S1(=O)C=CC(Sc2nnc[nH]2)C1 (stereo not drawn) | -0.49
CC(=O)N1c2ccccc2C(N(C(=O)c2cccs2)c2ccccc2)CC1C (stereo not drawn) | -1.1
COc1cccc(C(c2c[nH]c3ccccc23)c2c[nH]c3ccccc23)c1 | 0.33
Cn1cnc([N+](=O)[O-])c1N1CCN(C(c2ccccc2)c2ccccc2)CC1 | 1.6
CCC1C2=C(CCCC2=O)NC2=C1C(=O)CCC2 | 0.37
Cc1[nH]n2c(=O)c3c(nc2c1-c1ccc(Cl)cc1)CCC3 | 2.6
O=C1CC(c2ccco2)Cc2c1cnn2-c1nc2ccccc2s1 (stereo not drawn) | -1
COc1ccccc1Nc1ncnc(-n2cccc2)n1 | -0.69
CCCCC#Cc1cncc(C(=O)NN)c1 | -0.87
O=C(Oc1c(-c2ccccc2)c(=O)n2c3c(cccc13)CC2)c1ccccc1 | -2
COC(=O)c1ccccc1C(=O)c1ccc(Cl)cc1 | 1.1
O=S(=O)(O)c1nc2ccccc2[nH]1 | -0.52
CCOc1ccc(C2CC(=O)C3=C(C2)NC(C)=C(C(=O)OC)C3c2ccc3c(c2)OCO3)cc1OC (stereo not drawn) | -1.6
O=C(Nc1ccc(Cl)cn1)c1sc2ccccc2c1Cl | 0.91
CN1C[C@H](C(=O)N[C@]2(C)O[C@@]3(O)[C@@H]4CCCN4C(=O)[C@H](Cc4ccccc4)N3C2=O)CC2c3cccc4[nH]cc(c34)C[C@H]21 (mixture of isomers) | -0.77
COc1ccc(S(=O)(=O)Nc2ccc3oc4c(c3c2)C(=O)CCC4)cc1 | 0.14
NC(=O)CNCCC(c1ccccc1)c1ccccc1 | 0.56
CCOc1ccc(S(=O)(=O)n2ccnc2)cc1C | -0.71
COC(=O)c1cc(C)nc(Sc2ccccc2N)n1 | -5.5
O=C(O)c1cc2ccccc2c(=O)s1 | 1.1
Cn1c(=O)n(C)c2cc(S(=O)(=O)N3CCCC3)ccc21 | 3.5*
CCOC(=O)/C(C#N)=C/Nc1ccn(C)n1 | -0.05
COc1ccc(-c2c(C(F)(F)F)nn(C)c2NC(=O)Nc2ccc(F)cc2F)cc1 | 2.3
CNC[C@H](O)[C@@H](O)[C@H](O)[C@H](O)CO | 2.2
Cc1ccc(C(=O)C2CCN(C(=S)Nc3cc(C(F)(F)F)cc(C(F)(F)F)c3)CC2)cc1 | -0.25
NC(=O)C1CCN(c2nccc(C(F)(F)F)n2)CC1 | -1.6
O=C(Nc1ccc(OCc2ccccc2)cc1)Nc1ccc(Oc2c(Cl)cccc2Cl)nc1 | -0.34
COC(=O)CNC(=O)Cn1cnc2c1c(=O)n(C)c(=O)n2C | 2.9
Cc1ccc(C)n1N(C)c1ccc([N+](=O)[O-])cn1 | -0.08
CC(C)(CCNC(=O)Cc1ccsc1)C(=O)N/N=C/c1ccccc1 | -2.5
NC(=S)Cc1ccc(Cl)cc1Cl | -0.76

Continuation.
SMILES | Dicer inh
CC(C)C(NC(=O)CN1C(=O)c2ccccc2S1(=O)=O)C(C)C | -0.79
CCOc1cc(C)c(Cl)cc1S(=O)(=O)Nc1ccccn1 | 0.85
CC1CCCCN1C(=O)c1nn2c(c1Br)NC(c1cccs1)CC2C(F)(F)F (stereo not drawn) | 1
O=c1[nH]c2ccc(OC(F)(F)F)cc2c(O)c1-c1ccccc1 | -0.8
CC(=O)n1c(-c2ccc(C)cc2)cc(-c2ccc(C)cc2)c(C#N)c1=O | 3.4*
CCOC(=O)c1sc(NC(=O)CSc2n[nH]c(CC(C)C)n2)nc1C | 46
Cc1c(C(=O)N2CCN(c3ccccc3)CC2)sc2ncnc(N3CCN(c4ccccn4)CC3)c12 | -1.3
O=C(NNc1cc(Cl)ccc1Cl)c1ccc(F)cc1F | 1.3
CSc1nc2ccccc2c(=O)n1CCc1ccccc1 | -0.42
CCOc1ccc(N(C(C)=O)C2SC(=O)N(c3ccccc3)C2=O)cc1 (stereo not drawn) | 0.03
Cn1ccnc1SCC(=O)n1c2c(c3ccccc31)CCCC2 | -2.5
Clc1ccc(Cc2nc(-c3ccncc3)no2)cc1 | 0.18
CNCCC=C1c2ccccc2C=Cc2ccccc21 | 0.14
OC(CNC1CCCCC1)CNC1CCCCC1 | 42
Cc1ccc(Cn2[nH]nnc2=S)cc1 | -2.6
COc1ccc(OC)c(C2SCCN2S(=O)(=O)c2ccc(F)cc2)c1 (stereo not drawn) | -0.82
Cc1cccn2cc(-c3cccc(S(=O)(=O)N(C)C)c3)nc12 | -0.1
CC(C)NC(=O)c1cc2n(n1)C(C(F)(F)F)CC(c1ccc(Br)cc1)N2 (stereo not drawn) | 1.8
CCc1ccc2[nH]c(C(=O)Nc3ccc(C)c(F)c3)cc2c1 | 0.97
c1ccc2c(c1)ncn2CCOCCOCCn1cnc2ccccc21 | 1.9
Cn1c(NCCN(CCO)CCCc2ccc([N+](=O)[O-])cc2)cc(=O)n(C)c1=O | -0.43
CC(C)CC(Nc1ncnc2c1oc1ccccc12)C(=O)O (stereo not drawn) | -0.07
Clc1ccccc1C(c1ccccc1)(c1ccccc1)n1ccnc1 | -0.1
C=CCN1C(=O)C2(/C(=C(/O)c3ccc(C)c(F)c3)C(=O)C(=O)N2CCCN(C)C)c2ccccc21 (stereo not drawn) | 0.17
CCn1c(CSc2nc(C)cc(=O)[nH]2)nc2ccccc21 | 1
CN(Cc1ccccc1)C(=O)Nc1ccccc1 | 3.7*
CC1(C)CC(=O)c2c(Nc3ccccc3)nn(-c3ccccc3)c2C1 | -0.11
FC(F)(F)c1cccc(-c2ccnc3cc(-c4nc(-c5ccc(Cl)cc5)cs4)nn23)c1 | -0.41
CCOc1ccc(N2CC(C)Cn3c2nc2c3c(=O)[nH]c(=O)n2C)cc1 (stereo not drawn) | 1.2
COc1cc(C)c(S(=O)(=O)N2CCN(Cc3ccc4c(c3)OCO4)CC2)cc1C | 0.76
Cc1ccc(S(=O)(=O)NC(=O)Nc2cccc(C)n2)cc1 | -0.85
Cc1cc(C)n(-c2ncc(S(=O)(=O)C(C)(C)C)c(N)n2)n1 | -0.17
O=[N+]([O-])c1c(Sc2ccc(Cl)cc2)ccc2nsnc12 | -4.5
Cc1ccc(NC(=O)CC(C)CC(=O)O)cc1 (stereo not drawn) | 1.2
COc1cccc(-c2nnc(SCc3ccc(Cl)cc3)o2)c1 | 3.1*
CC(C)(C)c1ccc(-c2ncon2)cc1Cn1nnc(-c2cccc(C(F)(F)F)c2)n1 | 1.5
CC(C)CNC(=S)NCc1ccco1 | -0.57
O=C(O)COCC(=O)Nc1ccc(C(F)(F)F)cn1 | -1.6
COc1ccccc1CNCCCCCCNCCCCCCCCNCCCCCCNCc1ccccc1OC | -0.73
CC1=C(C)CC(C(=O)c2cc(C)ccc2C)C(C(=O)O)C1 (stereo not drawn) | -0.68
N#Cc1c(OCC(F)(F)F)ccc(Sc2ncccc2C(F)(F)F)c1OCC(F)(F)F | -0.07
Cc1ccc(C2CCCCC2)c(O)c1 | -1.9
Nc1nc(N)n(-c2ccccc2)c(=Nc2ccccc2)n1 | -1.8&-0.84&2.5
CSc1ccc(C(=O)c2[nH]c(=O)[nH]c2C)cc1 | -0.73
O=C1c2ccccc2-c2nn(-c3ccccc3)c(=O)c3ccc(Cl)c1c23 | 2.7
COc1oc(-c2cccc(C)c2)nc1C(F)(F)F | 3.6*
O=[N+]([O-])c1ccc2c(c1)NC(c1ccc([N+](=O)[O-])s1)O2 (stereo not drawn) | -0.36
Cc1nn(Cc2nnc(SCc3cccc(C(F)(F)F)c3)o2)c(C)c1Br | -1.7
CC(C)(C)NS(=O)(=O)c1ccc(Cl)c(Cl)c1 | 1.9
COc1ccccc1NC1OC(=O)c2ccccc21 (stereo not drawn) | -0.33

Arranged by number of heavy atoms (descending): 3 of the compounds above.
SMILES | Dicer inh
O=C1c2ccccc2-c2nn(-c3ccccc3)c(=O)c3ccc(Cl)c1c23 | 2.7
O=[N+]([O-])c1ccc2c(c1)NC(c1ccc([N+](=O)[O-])s1)O2 (stereo not drawn) | -0.36
COc1ccccc1NC1OC(=O)c2ccccc21 (stereo not drawn) | -0.33

The list goes on.
SMILES | Dicer inh
O=S(c1ccc(Cl)cc1)c1ccc(-c2ccccn2)s1 (stereo not drawn) | -0.9
CC(=O)c1sc2nc(C(F)(F)F)nn2c1C | 0.35
O=C(/C=C/c1ccccc1)NC(=S)Nc1ccc(C(F)(F)F)cc1 | 2
Clc1ccc(C2=NN3C(C2)c2ccccc2OC3c2ccncc2)cc1 (stereo not drawn) | 6*
Cc1ccc(C2Nn3c(nnc3-c3ccccc3)SC2C(=O)NCC2CCCO2)cc1 (stereo not drawn) | 0.82
Cc1cccc(Cl)c1NC(=S)N1CC(C)OC(C)C1 (stereo not drawn) | 2.6
CCCCOC(=O)Nc1sc2c(c1C(=O)OC)CCC(C)C2 (stereo not drawn) | -1.2
O=C(Nc1ccc(Br)cc1)c1ccc([N+](=O)[O-])s1 | 2.3
CC(NC(=O)OC(C)(C)C)C(=O)NC(Cc1ccccc1)C(=O)O (stereo not drawn) | 1.2
O=S1(=O)CCC(S(=O)(=O)NCc2ccccc2)C1 (stereo not drawn) | -1.8
O=C(c1c2oc(-c3ccc(Cl)cc3)ccc-2c2ccccc12)C(F)(F)F | -0.05
CCOC(=O)NC(Nc1ccccc1F)(C(F)(F)F)C(F)(F)F | 0.19
COc1cc(C)ccc1S(=O)(=O)n1cnc2cc(C)c(C)cc21 | 0.78
Cc1nc(N=CNO)ccc1Br | -0.8
CCN(CC)C(=O)Sc1nc2ccccc2c(=O)n1CC1CC1 | 1.3
S=C(NNc1c(Cl)cncc1Cl)Nc1ccc(Cl)cc1Cl | 6.7*
CC1CCC(C(C)C)C(OCC(O)CN2CCCCC2)C1 (stereo not drawn) | -0.02
CCc1ccc(C(=O)CSc2ncn[nH]2)cc1 | 0.13
O=C(NC(=O)N1CCCC1)c1csnn1 | 0.8
CC(C)c1ccc(Nc2nc3cccnc3s2)cc1 | -0.43
CCOC(=O)C(=CNc1cc(C)ccc1C)C(=O)OCC | -1.5
COC(=O)CCC(=O)Nc1ccc(C)cc1 | -0.19
CCNS(=O)(=O)c1ccc(F)cc1 | -0.33
NC(=O)c1ccc2nc3ccsc3c(=O)n2c1 | -0.48
COC(=O)c1ccc(C2c3c(oc4cc(C)c(C)cc4c3=O)C(=O)N2CCCN2CCOCC2)cc1 (stereo not drawn) | 0.45
Cc1cc2c(cc1C)NC(c1coc3ccccc3c1=O)C1=C(CC(C)(C)CC1=O)N2 (stereo not drawn) | 1
CCSc1nc2c(c(=O)n(C)c(=O)n2C)n1Cc1ccccc1C | -0.76
CCOCCOC(=O)C1=C(C)NC2=C(C(=O)CCC2)C1c1ccc(SC)cc1 (stereo not drawn) | 1.1
COc1ccc(-c2noc(-c3ccc(Cl)cc3)n2)cc1OC1CCCC1 | -0.55
Cc1nc(C(N)=NC(=O)c2ccc(Cl)cc2)cs1 | -0.72
CCOC(=O)CC(=O)CSc1nc(N)c2c3c(sc2n1)CCC3 | -0.06
NC(=O)c1c(NC(=O)CSc2nc3ccccc3o2)sc2c1CCCC2 | -0.19
O=[N+]([O-])c1ccsc1N1CCS(=NS(=O)(=O)c2ccc(Cl)cc2Cl)CC1 | -0.12

Pulled by structure from the list above, 6 records:
SMILES | Dicer inh
NC(=O)c1ccc2nc3ccsc3c(=O)n2c1 | -0.48
COC(=O)CCC(=O)Nc1ccc(C)cc1 | -0.19
COc1ccc(-c2noc(-c3ccc(Cl)cc3)n2)cc1OC1CCCC1 | -0.55
CCSc1nc2c(c(=O)n(C)c(=O)n2C)n1Cc1ccccc1C | -0.76
Cc1nc(C(N)=NC(=O)c2ccc(Cl)cc2)cs1 | -0.72
NC(=O)c1c(NC(=O)CSc2nc3ccccc3o2)sc2c1CCCC2 | -0.19

Some of the compounds tested; count on the stated rates, not on these rows.
